HCT116 PTEN-null – suppresses growth of cells with PTEN deletion | HCT116 PTEN-null viability, CellTiter-Glo, 60 h; hits give low values | viability, % at 10 µM | actives 1.2% (n = 140,000) | AID 827;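 active means viability at or below a set limit, 4 SD under the median of all tested compounds, cut at about 3.7% in these data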;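 further: PTEN knockout HCT116 line with beta catenin targeted HCT116 as companion control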
BB579 growth dn – yeast BB579 growth reduction in restrictive medium. S. cerevisiae BB579 growth, OD615, 48 h. inhibition, % at 10 µM. actives 0.51% (n = 140,000);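 active means inhibition above a set limit, 3 SD over the mean compound inhibition, cut at about 44% in these data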; further: inactives centre near -24
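Material: Saccharomyces cerevisiae DeaD strain BB579, replicative lifespan model yeast; buffer or medium: CSMM-D restrictive synthetic medium containing dextrose (glucose); compound: 10 µM single dose, DMSO 0.25%; timing: 48 h compound exposure at 30 °C after 4 h preincubation; signal: turbidity as optical density at 615 nm; benchmarks: positive control amphotericin B 10 µg/mL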
MRP-1 activ – activators of MRP-1; H69AR cells + doxorubicin, viability rescue, CellTiter-Glo; viability increase, % at 10 µM; actives 0.61% (n = 140,000);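 active means viability gain under doxorubicin at or above a set limit, the compound median plus 3 SD, cut at about 4.7% in these data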;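 further: MRP-1 overexpressing cells given doxorubicin 25 µM after compound pretreatment; 18-22 h compound pretreatment then 72 h with doxorubicin before readout; 0% = doxorubicin-only wells and 100% = vehicle-treated cells without doxorubicin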
GALR2 blocker – blocks the human galanin receptor 2. O43603. GALR2-expressing cells, antagonist mode. inhibition, % at 4 µM. actives 0.39% (n = 140,000); in the data active means inhibition above about 27%;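 further: cells stimulated with galanin 1-16 at roughly its EC80; 0% = agonist challenge control and 100% = basal control without agonist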
Target sequence (O43603 whole entry, looked up): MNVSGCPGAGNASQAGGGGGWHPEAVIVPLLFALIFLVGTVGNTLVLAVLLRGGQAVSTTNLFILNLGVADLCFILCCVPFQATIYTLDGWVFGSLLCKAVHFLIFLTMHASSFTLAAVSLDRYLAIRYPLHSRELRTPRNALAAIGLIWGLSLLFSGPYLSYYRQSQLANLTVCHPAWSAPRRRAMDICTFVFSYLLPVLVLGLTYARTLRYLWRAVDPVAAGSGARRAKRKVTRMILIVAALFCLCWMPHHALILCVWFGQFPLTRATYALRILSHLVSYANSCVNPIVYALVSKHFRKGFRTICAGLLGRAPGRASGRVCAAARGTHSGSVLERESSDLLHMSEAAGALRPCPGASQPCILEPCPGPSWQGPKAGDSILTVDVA
E-sel TNF inh – blocks E-selectin expression induced by TNF alpha; HUVEC TNFa-induced E-selectin immunofluorescence, high content; inhibition, % at 2 µM; actives 0.71% (n = 120,000);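 active means inhibition above the batch mean plus 3 SD, and confirmed as a hit on visual image review, cut at about 43% in these data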;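 further: 0% = TNF-stimulated DMSO wells and 100% = unstimulated control wells; not every result past the cut was called active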
NPY-Y2 antag – NPY-Y2 (human) receptor antagonism. inhibition, % at 2.7 µM. P49146. NPY-Y2 expressing cells, antagonist mode. actives 0.99% (n = 140,000); in the data active means inhibition above about 17%;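 further: 0% = vehicle with agonist challenge and 100% = reference antagonist with challenge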
Target sequence (P49146 whole entry, looked up): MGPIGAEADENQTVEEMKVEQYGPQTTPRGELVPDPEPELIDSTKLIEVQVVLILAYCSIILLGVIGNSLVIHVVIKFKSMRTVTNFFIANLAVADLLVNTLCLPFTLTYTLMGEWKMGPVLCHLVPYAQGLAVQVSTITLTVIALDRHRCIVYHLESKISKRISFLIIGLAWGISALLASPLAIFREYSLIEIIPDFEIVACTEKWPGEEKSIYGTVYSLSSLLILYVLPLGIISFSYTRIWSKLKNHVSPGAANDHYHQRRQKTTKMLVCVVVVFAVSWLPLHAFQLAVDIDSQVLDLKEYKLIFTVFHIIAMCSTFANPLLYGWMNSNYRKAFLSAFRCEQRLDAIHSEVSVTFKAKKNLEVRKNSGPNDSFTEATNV
Measles CPE – protection of cells from measles virus. Measles virus-infected cells, CPE protection, absorbance. protection (pct of control), % at 4 µM. actives 1.5% (n = 140,000). AID 841; in the data active means protection mostly above about 24%, no sharp cut-off; inactive means mostly below about 26%; further: some compounds called inactive have numbers as strong as hits
Yeast life ext – yeast lifespan extension; S. cerevisiae growth with nicotinamide, OD615; deaD strain in restrictive glucose medium; inhibition of the nicotinamide effect, % at 10 µM; actives 0.68% (n = 130,000); AID 775;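 active means inhibition above a set limit, placed 3 SD over the median of all compounds, cut at about 26% in these data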;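 further: 0% = nicotinamide-treated wells and 100% = cells grown without nicotinamide; some compounds called inactive have numbers as strong as hits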
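Test system: DeaD-strain S. cerevisiae / Buffer or medium: restrictive glucose medium / Also added: nicotinamide 1.5 mM / Doses: one concentration, 10 µM, DMSO 0.25% / Schedule: 48 h at 30 °C / Signal: OD615 measurement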
Phagocytosis inh – inhibitors of macrophage phagocytosis; AID 1029; inhibition, % at 5 µM; J774A.1 macrophage IgG-bead phagocytosis, imaging; actives 0.07% (n = 110,000);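 active means inhibition above the mean of the plate negative controls plus 5 SD, cut at about 13% in these data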;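 further: phagocytic index as fraction of beads internalized from green versus red external bead signal; plate controls were DMSO negative control for no effect and cytochalasin-D positive control for full effect; some results beyond the cut were filed as inactive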
bCat KO growth – beta-catenin-lacking colon tumor cell growth suppression | HCT116 beta-catenin knockout viability, CellTiter-Glo, 60 h; hits give low values | viability, % at 10 µM | actives 1.5% (n = 140,000);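 active means viability at or under a set limit, the compound median less 4 SD, cut at about 6% in these data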;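 further: 0% = Hyamine 1622 control at 20 µM and 100% = untreated cell control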
* = called active by the depositor; · = not tested or not shown; & = joins results of further samples. Rows were taken by chance; overall some 6.1% were active at least once.

SMILES | HCT116 PTEN-null | BB579 growth dn | MRP-1 activ | GALR2 blocker | E-sel TNF inh | NPY-Y2 antag | Measles CPE | Yeast life ext | Phagocytosis inh | bCat KO growth
CCCCC(CC)CNC(=O)C(=O)c1ccccc1NC(C)=O (stereo not given) | 85 | -31 | -3.9 | 11 | · | 7 | 9 | 1 | -13 | 86
O=C(Oc1ccc(N(Cc2cccs2)C2=NS(=O)(=O)c3ccccc32)cc1)c1ccccc1Cl | 71 | -27 | -2.4 | 0 | 6 | -2 | 5 | · | · | 76
Cc1cc(NCCC(C)C)n2nc(C)c(-c3ccccc3)c2n1 | 78 | 5 | -2.1 | 5 | -14 | 2 | 5 | -22 | 1 | 92
O=C(CSc1nc2nc3c(cc2c(=O)n1-c1ccccc1)CCCC3)Nc1ccccc1 | 56 | -24 | -0.9 | -5 | · | 1 | 17 | 2 | 17 | 79
CCCNC(=O)c1ccccc1NC(=O)COc1ccc(OC)cc1 | 96 | -26 | -1.3 | -6 | · | 5 | 8 | -7 | 0 | 96
COc1ccc(/C=N/NC(=O)C(C)n2cnc3ccccc3c2=O)cc1 (stereo not given) | 98 | -27 | -2.5 | -4 | -5 | 0 | 21 | -2 | -11 | 92
COc1cccc(-c2nc(N3CC(C)CC(C)C3)c3ccccc3n2)c1O (stereo not given) | 69 | -32 | -3.6 | -5 | · | -1 | 6 | -9 | -1 | 76
CC(=O)c1cc(-c2ccc(F)cc2)n(CC(=O)NCc2cccs2)c1C | 86 | -88 | -2.3 | 7 | -13 | 10 | 5 | -2 | · | 83
CC(=O)Nc1ccc(S(=O)(=O)Nc2nc3ccccc3s2)cc1 | 104 | -48 | -1.0 | -12 | 1 | 3 | 26 | -11 | 0 | 91
CC(=O)Nc1ccc(SCC(=O)OCC(=O)NC(=O)NCc2ccco2)cc1 | 104 | 5 | -0.5 | -2 | · | 1 | 4 | -12 | -1 | 105
CCCOc1cccc(NC(=O)OC2CCN(C)CC2)c1 | 90 | -25 | 0.0 | 6 | · | 3 | 7 | 7 | 2 | 86
COc1ccc(S(=O)(=O)N(c2onc(C)c2Cl)S(=O)(=O)c2ccc(OC)cc2)cc1 | 103 | 4 | -1.5 | 0 | · | 4 | 4 | -5 | -1 | 98
CCCCN(C(=O)Cn1nnc2ccccc21)C(C(=O)NCCOC)c1ccc(OC)cc1OC (stereo not given) | 87 | -10 | -2.7 | · | · | · | 4 | · | -1 | 93
CCCCC[C@H](O)/C=C/[C@@H]1[C@@H](CCCCCCC(=O)O)[C@@H](O)C[C@H]1O | 101 | -20 | -0.8 | 0 | · | 0 | 23 | 0 | · | 98
O=C1c2ccccc2C(=O)N1CCc1csc(-c2cccc(F)c2)n1 | 87 | -20 | -0.9 | -29 | · | 6 | 4 | 0 | -1 | 96
COCCNC(=O)C(c1cccc(OC)c1)N(Cc1cccs1)C(=O)Cn1nnc2ccccc21 (stereo not given) | 86 | -15 | -4.5 | -6 | 4 | 1 | 26 | -3 | · | 97
CC/C(=N\O)C(C)(C)/[N+]([O-])=C/c1ccc(Br)cc1 | 99 | -15 | -1.3 | -2 | 14 | 1 | 23 | -1 | 0 | 100
CNC(=O)COc1cccc(C(=O)NCc2ccccc2)c1 | 82 | -8 | -2.0 | 1 | -29 | -1 | 44 | -1 | -4 | 85
CC1CCN(C(c2ccc(N(C)C)cc2)c2nnnn2C(C)(C)C)CC1 (stereo not given) | 81 | -3 | -2.3 | 12 | 38 | 11 | 12 | -3 | 2 | 96
O=C(Cc1coc2ccc3ccccc3c12)Nc1nccs1 | 91 | -46 | -0.7 | -1 | 15 | 0 | 10 | -8 | · | 90
COCCNS(=O)(=O)c1cc(Br)ccc1OC | 88 | -36 | -0.6 | 6 | 4 | 2 | 6 | -8 | -1 | 98
Cc1c(Cl)cnc(NC(=O)COC(=O)c2ccc(S(=O)(=O)NCc3ccco3)cc2)c1Cl | 85 | -12 | -0.8 | 1 | -9 | 2 | 18 | -1 | -2 | 81
CCCOc1ccc(N2CC(C(=O)NC(C)C)CC2=O)cc1 (stereo not given) | 83 | -7 | -2.7 | 11 | 1 | -1 | 7 | -12 | 0 | 100
Cc1ccc2nc(-c3ccc(NC(=O)c4ccco4)cc3)[nH]c2c1 | 91 | -46 | -4.7 | 14 | 25 | 2 | 1 | -21 | 0 | 94
COC(C(=O)Nc1cccc(F)c1)c1ccccc1 (stereo not given) | 92 | -26 | -3.8 | 11 | · | 2 | 44 | 10 | 0 | 99
O=C(O)c1ccccc1C1=Nc2ccc(O)cc2Oc2cc(O)ccc21 | 105 | -29 | 1.1 | 0 | · | -1 | 17 | -11 | 0 | 108
CCOc1ccc(-n2cc(C(=O)Nc3cccc(OC)c3)c3cc(OC)c(OC)cc3c2=O)cc1 | 88 | -64 | 1.5 | -7 | -7 | 4 | 6 | 3 | 2 | 92
CCn1c(=NC(=O)CSC(C)=O)sc2ccccc21 | 95 | -19 | -2.1 | -11 | 3 | -2 | 11 | -10 | 0 | 96
O=C1C(=O)N(Cc2cccc([N+](=O)[O-])c2)c2ccccc21 | 29 | -29 | -4.2 | 1 | 7 | 2 | 5 | 3 | 2 | 34
COc1ccccc1CN(C)C(=O)C1(c2ccc(Cl)cc2)CC1 | 84 | -3 | -1.4 | -5 | 23 | 11 | 5 | 14 | -4 | 83
O=C(CSc1nc(-c2ccccc2Cl)ns1)NCc1ccc2c(c1)OCO2 | 109 | -9 | 0.9 | -2 | 2 | 7 | 13 | 0 | -4 | 95
CCCc1nc(SCC(=O)N2CCCC2)c2ccccc2n1 | 70 | -40 | -4.3 | 6 | 24 | 2 | 8 | 7 | 2 | 79
O=C(Nc1ccc2c(c1)oc1ccccc12)C1CC1 | 87 | -16 | -0.8 | 8 | · | -2 | 4 | -5 | 2 | 90
O=C(NCc1ccc(-c2nc3ccccc3s2)cc1)c1cc2ccccc2o1 | 93 | -23 | -1.1 | -2 | 17 | 3 | 12 | 3 | -4 | 104
COc1ccc(CNc2nc3ccccc3n2CCN2CCCCC2)c(OC)c1 | 62 | -23 | -5.5 | 10 | 18 | 26* | 20 | -6 | 0 | 51
CCOC(=O)C(Oc1ccc2c(-c3ccc(OC)cc3)cc(=O)oc2c1C)c1ccccc1 (stereo not given) | 78 | -21 | 0.3 | 11 | -15 | 3 | 9 | -5 | · | 79
Cc1cccc(Nc2nnc(SCC(=O)NC(=O)Nc3ccc4c(c3)OCCO4)s2)c1 | 0.8* | 7 | -4.9 | 5 | · | 1 | 15 | 7 | · | 0.6*
O=[N+]([O-])c1ccc(OCC(O)CN(C2CCCCC2)C2CCCCC2)cc1 (stereo not given) | 76 | 4 | -2.9 | -3 | · | 2 | 9 | 4 | -3 | 67
CC(C)c1nc(=S)n(-c2ccccc2)[nH]1 | 100 | -26 | -1.4 | 3 | -21 | 1 | 26 | -11 | · | 99
O=C(CSc1nc2ccc(Cl)cc2[nH]1)NCCc1ccccc1 | 85 | -15 | 0.5 | 10 | · | 3 | 29* | 3 | -2 | 89

Structures shown so far with a COOH group (two):
SMILES | HCT116 PTEN-null | BB579 growth dn | MRP-1 activ | GALR2 blocker | E-sel TNF inh | NPY-Y2 antag | Measles CPE | Yeast life ext | Phagocytosis inh | bCat KO growth
CCCCC[C@H](O)/C=C/[C@@H]1[C@@H](CCCCCCC(=O)O)[C@@H](O)C[C@H]1O | 101 | -20 | -0.8 | 0 | · | 0 | 23 | 0 | · | 98
O=C(O)c1ccccc1C1=Nc2ccc(O)cc2Oc2cc(O)ccc21 | 105 | -29 | 1.1 | 0 | · | -1 | 17 | -11 | 0 | 108

Remaining list, next part:
SMILES | HCT116 PTEN-null | BB579 growth dn | MRP-1 activ | GALR2 blocker | E-sel TNF inh | NPY-Y2 antag | Measles CPE | Yeast life ext | Phagocytosis inh | bCat KO growth
CCC(C)C(NC(=O)c1ccc(Cl)cc1Cl)C(=O)O (stereo not given) | 91 | -33 | 0.0 | 13 | 9 | 4 | 11 | 10 | -4 | 92
O=C(NCC1CCN(c2ccc(S(=O)(=O)N3CCOCC3)cc2)CC1)c1cccc(Cl)c1 | 78 | -53 | -3.0 | 1 | 12 | 0 | 4 | 6 | 0 | 76
CCNc1ccc(C(=O)O)cc1N | 97 | -31 | 0.3 | 2 | -10 | 0 | 12 | 2 | -4 | 91
O=C(COc1ccccc1F)N1CCN(S(=O)(=O)/C=C/c2ccccc2)CC1 | 83 | -20 | -1.8 | -6 | · | 4 | 12 | 29 | 0 | 93
CCc1ccc2oc(-c3cc(N)cc(C)c3O)nc2c1 | 73 | -50 | -5.3 | 15 | 5 | -3 | 13 | -24 | -3 | 64
CN1CCCN(C(=O)c2cc(=O)[nH]c3ccccc23)c2nc3ccccc3nc21 | 93 | -67 | -1.5 | -1 | -4 | 5 | 6 | -5 | -2 | 95
CN1CCN(C2=C(Cl)C(=O)N(c3ccc(Cl)c(Cl)c3)C2=O)CC1 | 86 | -47 | -2.5 | -9 | · | 4 | 12 | -2 | 0 | 81
Cc1ccccc1Cn1cc(NC(=O)COc2ccccc2)cn1 | 87 | -9 | -0.1 | -5 | -28 | 2 | · | -16 | 2 | 98
COC(=O)c1cccc(-n2[nH]nnc2=S)c1 | 94 | 1 | 0.6 | -2 | -13 | 2 | 5 | -25 | · | 109
CC(=O)C1=C(O)C(=O)N(Cc2ccccc2)C1c1ccccc1F (stereo not given) | 115 | -9 | -1.7 | 5 | 23 | 0 | 15 | -24 | -1 | 111
CC(=O)c1ccc(NC(=O)N2CCN(c3cccc(Cl)c3)CC2)cc1 | 93 | -64 | -0.4 | 6 | 2 | 2 | 23 | -21 | 1 | 109
O=S(=O)(c1cccc(C(F)(F)F)c1)N1CCC(O)(c2cccnc2)CC1 | 99 | -37 | -1.4 | 8 | -16 | 0 | · | -5 | -1 | 96
Cc1cc(NC(=O)CN2CCCCC2C)no1 (stereo not given) | 96 | -18 | -0.9 | 0 | 3 | -3 | 20 | -17 | · | 103
CC(=O)N(CN1C(=O)c2ccccc2C1=O)c1cccc(C)c1 | 106 | -61 | -0.1 | 4 | 11 | -2 | 11 | 12 | -1 | 106
COc1cccc(N(C(=O)Cn2nnc(-c3cccs3)n2)C(C(=O)NC2CCCCC2)c2ccncc2)c1 (stereo not given) | 82 | -46 | -1.2 | -5 | -13 | 1 | 1 | -3 | · | 80
CCC(C)NC(=O)CCC(=O)NNc1nc2ccccc2c2nc(C)nn12 (stereo not given) | 106 | -46 | -0.7 | -4 | -9 | 1 | 4 | 6 | -3 | 94
Clc1ccc(-c2nnc(C3CCCCC3)o2)cc1 | 98&93 | 10 | 2.0 | -3 | -23 | 7 | 18 | -12 | · | 110
N#C/C(=C\c1cn(Cc2ccccc2F)c2ccccc12)C(=O)NCc1ccco1 | 101 | 20 | -1.0 | 7 | · | 2 | 41 | 14 | -6 | 98
C/C(=N/Oc1nc(C)cc(C)n1)c1ccc(F)cc1 | 98 | -39 | 0.5 | 11 | -14 | 2 | 5 | -21 | -3 | 94
C=C1CSc2nc(=O)c3c(C)c(C)sc3n21 | 98 | -27 | 2.1 | 7 | 0 | -4 | 15 | -1 | -1 | 100

Screens deposited in PubChem BioAssay by several laboratories.
